# High-throughput results: PubChem, several laboratories
# FAS-TE inh = inhibitors of human fatty acid synthase thioesterase domain; recombinant FAS-TE, OMFH fluorogenic substrate, fluorescence endpoint; inhibition, % at 15 µM; 360,000 compounds, 0.67% hits;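 active means compounds whose normalised, plate-corrected inhibition of enzyme fluorescence in the single-dose primary screen is 50% or more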;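 further: 0% = DMSO with enzyme and 100% = substrate without enzyme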
# Neddyl block = cullin neddylation inhibition | P61081+Q13564 | TR-FRET cullin neddylation, biochemical | calls only at 25 µM | 360,000 compounds, 0.58% hits | AID 651699; in the data active means inhibition above about 36%
# MT1-MMP act inh = MT1-MMP (human) activation inhibition; HT1080 RFP-PRO-GFP cells, GFP/RFP ratio fluorescence, overnight; percent of plate control window, DMSO zero; GFP/RFP ratio change, % at 20 µM; 360,000 compounds, 0.061% hits; AID 651647;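 active means GFP/RFP ratio change of at least 30% with cell ATP level not reduced by more than half and red fluorescence within 50% of control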; further: strong numbers were not always called active
#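 Compound: 20 µM single dose, 1% DMSO / System: HT1080 RFP-PRO-GFP cells / Controls: DMSO and RFP-L50D-GFP cell wells / Read-out basis: GFP/RFP fluorescence ratio / Schedule: overnight compound exposure at 37 °C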
# MsrA act = activates bovine MsrA enzyme | AID 602163 | activation, % at 10.6 µM | 360,000 compounds, 0.3% hits | purified bovine MsrA, absorbance read-out; in the data active means activation above about 7.5%;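 further: 0% = vehicle and 100% = reference activator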
# CendR NRP1 mod = NRP-1/CendR interaction modulation; O14786; inhibition, % at 25 µM; FAM-RPARPAR peptide binding to NRP-1, fluorescence polarization; 360,000 compounds, 0.85% hits;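 active means inhibition or corrected inhibition above about 18%, plus a signal ratio from 0.5 to 1.5, limit read from the data, passing the limit was not always enough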; further: strong numbers were not always called active
# E coli Lon inh = E. coli protease La inhibition | purified E. coli Lon protease, fluorescence polarization | P0A9M0 | AID 602123 | 360,000 compounds, 0.42% hits | inhibition, % at 7.94 µM; in the data active means inhibition above about 13%, passing the limit was not always enough;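 further: 0% = enzyme with probe and DMSO and 100% = no enzyme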
# Target sequence (P0A9M0 whole entry, looked up): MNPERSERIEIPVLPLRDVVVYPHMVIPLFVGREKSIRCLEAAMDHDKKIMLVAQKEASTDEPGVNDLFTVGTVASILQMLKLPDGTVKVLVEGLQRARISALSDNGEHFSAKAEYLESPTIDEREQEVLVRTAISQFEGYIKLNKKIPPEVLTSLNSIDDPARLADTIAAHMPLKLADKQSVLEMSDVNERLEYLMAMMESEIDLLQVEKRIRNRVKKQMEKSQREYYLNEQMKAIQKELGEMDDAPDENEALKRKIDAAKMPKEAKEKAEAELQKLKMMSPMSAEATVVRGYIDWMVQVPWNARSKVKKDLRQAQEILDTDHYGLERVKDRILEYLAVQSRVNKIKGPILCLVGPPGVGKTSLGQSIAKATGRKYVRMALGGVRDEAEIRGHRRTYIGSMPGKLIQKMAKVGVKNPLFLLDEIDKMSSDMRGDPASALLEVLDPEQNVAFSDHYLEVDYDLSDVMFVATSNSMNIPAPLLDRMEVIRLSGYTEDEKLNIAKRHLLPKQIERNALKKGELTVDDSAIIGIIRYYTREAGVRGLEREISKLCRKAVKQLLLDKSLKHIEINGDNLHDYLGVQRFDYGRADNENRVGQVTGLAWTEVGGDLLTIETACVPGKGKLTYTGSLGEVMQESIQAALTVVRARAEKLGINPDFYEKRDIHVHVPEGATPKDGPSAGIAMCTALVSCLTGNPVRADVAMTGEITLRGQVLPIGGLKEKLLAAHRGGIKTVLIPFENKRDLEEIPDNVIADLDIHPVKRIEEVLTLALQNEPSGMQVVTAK
# Rin1 Abl inh = blocks binding of human Rin1 to Abl; inhibition, % at 7.35 µM; TR-FRET Rin1/Abl binding, biochemical; 360,000 compounds, 0.4% hits; P00519+Q13671; in the data active means inhibition above about 5%, passing the limit was not always enough
# PABP1 MLLE inh = blocks PAM2 peptide binding to the PABP1 MLLE domain. P11940. GST-MLLE / FITC-PAM2 fluorescence polarization. inhibition, % at 20 µM. AID 588489. 360,000 compounds, 0.36% hits; in the data active means inhibition above about 35%, passing the limit was not always enough;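 further: plate controls were DMSO wells with GST-MLLE for no effect and wells lacking GST-MLLE protein for full effect; some results filed as inactive read as strong as hits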
# SKN-1 block = inhibitors of C. elegans SKN-1. 360,000 compounds, 0.49% hits. C. elegans VP596 Pgst-4::GFP/RFP ratio, acrylamide-induced, 24 h. inhibition, % at 21.8 µM;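 active means interference check ratio from 0.5 to 1.5 plus GFP to RFP signal ratio inhibition reaching or exceeding a fixed threshold, cut at about 30% in these data, passing the limit was not always enough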; further: some compounds called inactive have numbers as strong as hits
# * hit, by the source's call; i = inactive; . = no result given; & = joins results of further samples. Not all compounds are listed; rates above refer to the full screens.
SMILES,FAS-TE inh,Neddyl block,MT1-MMP act inh,MsrA act,CendR NRP1 mod,E coli Lon inh,Rin1 Abl inh,PABP1 MLLE inh,SKN-1 block
Cn1c(O)c(C=NCCN2CCN(C(=O)c3ccccc3)CC2)c(=O)n(C)c1=O,-5,i,-1,3,11,-1,2,-8,-2
CN1CCCC(C(=O)c2ccc(Cl)cc2)C1 (stereo not given),-4,i,2,-2,-2,6,3,-1,3
CCC(C)C1(CC)C(=O)NC(=O)N=C1N (stereo not given),-2,i,3,-2,4,-6,1,12,7
COC(=O)C1=C(c2ccc(Cl)c(C(F)(F)F)c2)C[C@@H]2CC[C@H]1N2C(=O)NCc1cc(C)oc1C(F)(F)F,18,i,-15,-6,21,2,3,7,11
O=c1ccc2cc(OC3O[C@H](CO)[C@@H](O)[C@H](O)[C@H]3O)c(O)cc2o1 (stereo not given in full),-2,.,4,-5,-9,-4,-4,3,10
CCc1nc2ccccc2c(=O)n1-c1ccccc1[N+](=O)[O-],-9,i,5,1,-5,10,1,-9,2
COC12CCC3(CC1C(C)(O)C(C)(C)C)[C@H]1Cc4ccc(O)c5c4[C@@]3(CCN1CC1CC1)C2O5 (stereo not given in full),9,i,-3,1,-2,-5,0,-12,14
O=c1[nH]c(=O)n(CCC2=CCCCC2)c(O)c1/C=N/Nc1ccccc1,-5,i,-5,-7,-19,-32,2,-12,-11
O=C1NC(=O)[C@]2(Cc3ccccc3N3CCN(c4ccccc4)CC32)C(=O)N1Cc1ccccc1 (stereo not given in full),19,i,-7,-2,5,-11,-1,24,1
Cn1c(O)c(C=Nc2ccccc2Sc2ccccc2)c(=O)n(C)c1=O,-2,i,2,-2,7,2,-5,2,0
O=C(Nc1ccccc1)c1c(O)c2c(n(Cc3ccco3)c1=O)CCCC2,41,i,3,-4,3,-7,-1,9,18
C[C@]12CCC(=O)C=C1CC[C@@H]1C2CC[C@]2(C)C(=O)CCC12 (stereo not given in full),-3,i,1,-2,-6,1,-4,-15,1
O=C(/C=C/c1c[nH]c2ccccc12)c1c(O)n(CCc2ccccc2)c(=O)[nH]c1=O,-8,i,-129,-1,133,-102,-1,i,40*
Cc1ccc2c(c1)NP(=S)(Oc1ccccc1)N2 (stereo not given),1,i,1,-2,14,5,4,37,1
O=C(NCc1cccnc1)Nc1ccccc1Cl,-9,i,-1,-6,3,-10,1,6,16
CCOc1ccc(CC2(CCc3ccncc3)C(=O)NC(=O)NC2=O)cc1,-8,i,1,-10,-7,-9,4,7,-1
Cc1nc2ccccc2c(=O)n1-c1cccc(O)c1,-10,i,-5,-9,-4,-1,-2,8,-21
Cc1ccc(CN2CCN(Cc3ccccc3)CC2)cc1,-6,i,7,-7,-4,-2,7,5,-1
Cc1cccc(CN2CCCN(Cc3ccc(Cl)cc3)S2(=O)=O)c1,31,i,1,-4,8,-1,-1,5,-3
CCNC(=S)NCCC1=c2ccccc2=N/C1=C\c1c(O)n(C)c(=O)n(C)c1=O,-4,i,-2,-2,-6,-1,-1,-63,4
CCOP(=O)(OCC)C(NC(=O)CN1C(=O)c2ccccc2S1(=O)=O)C(Cl)(Cl)Cl (stereo not given),-10,i,-2,-7,1,-1,1,14,12
C=CCN1CC[C@]23c4c5ccc(O)c4O[C@H]2C(=O)CC[C@@]3(O)[C@H]1C5,1&-7,i,0&4,-2&-7,-5&-1,-1&1,1&-1,-11&-7,10&5
CCN(CC)c1ccc(/C=C/[N+](=O)[O-])cc1,-2,i,-11,-2,-123,-290,-3,-98,20
COC(=O)[C@]1(C)C[C@H]1[C@H](NP(=O)(c1ccccc1)c1ccccc1)c1ccccc1,-1,i,0,-2,9,0,-1,13,1
Cc1cnn(C2CCN(C)CC2)c1N,-11,i,-5,-12,4,6,-2,-4,-27
Cn1c(O)c(C(=NCCN2CCCCC2)c2ccccc2Cl)c(=O)n(C)c1=O,-7,i,-4,1,-15,-7,1,-2,-4
O=C(O)c1cccc2c1NC(C(=O)O)C1CC(Sc3ccccc3[N+](=O)[O-])C(Cl)C21 (stereo not given),9,i,38*,-5,14,15,11*,34,7
CCCC1(CCC)C(=O)NC(=Nc2ccccc2)NC1=O,-10,i,4,-12,2,-7,3,17,4
CC12CC[C@H]3[C@@H](CCC4(O)C[C@H](O)CCC34/C=N/NC(=O)c3ccccc3[N+](=O)[O-])C1(O)CCC2C1=CC(=O)OC1 (stereo not given in full),-6,i,8,3,2,3,-1,-5,4
CCOP(=O)(CCP(=O)(OCC)OCC)OCC.C[CH2][Sn]([Cl])([Cl])[CH2]C,36,i,-15,-9,13,-12,5,-3,-1
CCOc1ccc(/C=C2/C(=O)NC(=O)N(CCc3ccc(F)cc3)C2=O)cc1,-10,i,-4,-11,3,-22,0,10,-7
COc1cc2[nH]c(=O)n(-c3cccc(Cl)c3)c(=O)c2cc1OC,-18,i,2,-11,9,-6,5,7,-5
CC(=O)N1CN2CN(C(C)=O)CC(C(=O)c3ccc([N+](=O)[O-])cc3)(C2)C1,-1,i,4,-4,6,-9,-2,-6,-3
O=C(c1cc(-c2ccncc2)nc2ccccc12)N1CCC2(CC1)OCCO2,-2,i,1,-3,0,-3,-4,5,-3
N#CC1c2ccccc2C=CN1C(=O)c1ccc(N(CCCl)CCCl)cc1 (stereo not given),24,i,-6,-12,0,1,1,5,5
N#Cc1ccc(OCC(=O)N2CCN(Cc3ccc4c(c3)OCO4)CC2)cc1,-2,i,6,2,-5,-2,4,7,1
Cc1cc(C(=O)OCC(=O)Nc2c(F)cccc2F)c(C)n1C1CC1,-9,i,2,-3,9,-4,0,11,-6
CC12CCC3C(CC=C4CC5(CCC43C)OCCO5)C1CCC2=O (stereo not given),3,i,-1,-2,-2,6,2,2,-6
Fc1ccc(CNCCc2ccccc2F)cc1,-14,i,1,-4,-4,2,1,15,-9
O=C(c1cn(Cc2ccccc2)c2ccccc12)C1CC1,6,i,-3,-3,6,-4,-2,-9,5
O=C1NCN(c2ccccc2)C12CCN(C(c1cc3ccccc3o1)c1nnnn1C1CCCCC1)CC2 (stereo not given),38,i,-2,-1,23,-1,8,-6,-4
C[C@]12C[C@@H](O)[C@H](O)CC1=CCC1C2CC[C@@]2(C)C1CC[C@@H]2O (stereo not given in full),-12,i,1,-6,-4,1,4,-3,2
CC(c1ccccc1)(c1ccccc1)c1ccncc1,12,i,-4,-3,7,1,2,3,13
CC1=C(C(=O)Nc2ccccc2)SCCO1,-4,i,2,-6,-5,0,2,9,-10
O=c1[nH]c(=S)n(-c2ccccc2F)c(O)c1C=Nc1ccc(N2CCOCC2)cc1,-31,i,-4,-4,-49,-18,2,-127,10
C=CCn1c(O)c(C=NCCN2CCNCC2)c(=O)[nH]c1=O,-4,i,3,0,12,-4,4,4,9
COc1cccc(C2=NOC(C(=O)N3CCC4(CC3)OCCO4)C2)c1 (stereo not given),-6,i,3,-3,-3,-6,1,0,22
Cc1cc(NC(=O)COC(=O)c2c(C)nn(Cc3ccccc3)c2Cl)no1,-9,i,6,0,-1,-2,-9,15,-8
CCCCn1c(NS(=O)(=O)c2ccc(C)cc2)c(C(=O)OCC)c2nc3ccccc3nc21,7,.,-6,2,-2,-1,2,8,-9
CC(C)CCOP(N)(=O)Oc1ccccc1Cl (stereo not given),-7,i,9,0,2,-8,2,7,6
CC(C)CN1CCN(Cc2c(F)cccc2Cl)CC1CCO (stereo not given),-8,i,-1,-3,-1,-3,0,3,-2
CCCCOCCCN1C(C)=CC(=C2C(=O)NC(=S)NC2=O)C=C1C,-5,i,0,-2,6,-1,-2,-54,7
CCC1(CCC(C)C)C(=O)NC(=O)N(c2ccccc2)C1=O (stereo not given),-1,i,9,-2,-5,-2,.,.,-11
CN1CCc2cc3c(cc2C1)OCO3,-5,i,-1,-3,6,-6,-4,-5,13
CCCNC(=O)N1[C@H]2CC[C@@H]1C(C(=O)OC)=C(c1cccc(OC)c1OC)C2,-13,i,0,1,10,-10,2,6,1
COc1ccc(N2C(=O)/C(=C/c3cccs3)C(=O)NC2=S)cc1,-4,i,18,-2,0,-10,0,23,6
COP(=S)(OC)Oc1ccc(Sc2ccc(OP(=S)(OC)OC)cc2)cc1,22,i,-2,-3,2,-2,0,36*,12
COc1cccc(CN2CC=C(c3ccc(F)cc3)CC2)c1,12,i,1,-2,1,-1,-2,10,3
C=CCn1c(=O)c(C=Nc2cccc([N+](=O)[O-])c2)c(O)n(CCCC)c1=O,42,i,-176,-1,-105,-137,0,-77,-31
CCc1c(C)nc(N)nc1N1N=C1SC,-7,i,1,-2,-7,10,-1,-26,-14

# Complete entries, quoted from the list.
# COc1ccc(N2C(=O)/C(=C/c3cccs3)C(=O)NC2=S)cc1 is entered as FAS-TE inh: -4; Neddyl block: i; MT1-MMP act inh: 18; MsrA act: -2; CendR NRP1 mod: 0; E coli Lon inh: -10; Rin1 Abl inh: 0; PABP1 MLLE inh: 23; SKN-1 block: 6
# CCCCOCCCN1C(C)=CC(=C2C(=O)NC(=S)NC2=O)C=C1C is entered as FAS-TE inh: -5; Neddyl block: i; MT1-MMP act inh: 0; MsrA act: -2; CendR NRP1 mod: 6; E coli Lon inh: -1; Rin1 Abl inh: -2; PABP1 MLLE inh: -54; SKN-1 block: 7

# Additional results
SMILES,FAS-TE inh,Neddyl block,MT1-MMP act inh,MsrA act,CendR NRP1 mod,E coli Lon inh,Rin1 Abl inh,PABP1 MLLE inh,SKN-1 block
CCCCOC(=O)c1ccccc1N,4,i,0,-8,-19,0,1,7,-13
Cn1c(O)c(C=NCCCCCCCCCCC(=O)O)c(=O)n(C)c1=O,-10,i,-2,-10,15,5,2,10,-6
CC(=O)Nc1ccc2c(c1)CC1(C(=O)N(C)C(=O)N(C)C1=O)C1CCCN21 (stereo not given),-3,i,-2,-3,-3,-3,-5,8,6
COc1ccc2[nH]c3c(c2c1)CCN=C3C,-8,i,-6,-2,-60,-16,-2,-47,-2
CCC(CO)(C(=O)OC1CC2CCC(C1)N2C)c1ccccc1 (stereo not given),-5,i,-10,-11,-14,-2,1,1,-8
Clc1ccc(C2NCCc3[nH]cnc32)cc1 (stereo not given),-7,i,-1,-3,-4,-16,4,5,-7
C[C@]12CCC(OC(=O)CCC(=O)O)CC1=CCC1C2CC[C@]2(C)C(=O)CCC12 (stereo not given in full),-1,i,6,-6,10,7,1,0,5
O=C(c1ccc(Cl)cc1)C1CCCN(Cc2ccc3ncccc3c2)C1 (stereo not given),5,i,-12,-1,-1,-4,-1,-3,-9
Cc1ccc(OCCSC2=NN2c2cc(C)nc(N)n2)cc1,-5,i,1,-1,4,0,2,-44,-4
CO[C@H]1CC=C2CCN3CCC4=C(CC(=O)OC4)[C@]23C1,-2,i,1,-2,4,-5,1,8,7
COC(=O)CC1(CC(=O)OC)C(=O)NC(=O)NC1=O,-13,i,-4,-7,-5,0,2,0,-6
Cc1nc2ccccc2c(=O)n1-c1cccc([N+](=O)[O-])c1,-6,i,1,-2,8,1,3,0,-4

# Some entries already given, limited to MsrA act, Neddyl block and Rin1 Abl inh:
mol	MsrA act	Neddyl block	Rin1 Abl inh
Clc1ccc(C2NCCc3[nH]cnc32)cc1 (stereo not given)	-3	i	4
C[C@]12CCC(OC(=O)CCC(=O)O)CC1=CCC1C2CC[C@]2(C)C(=O)CCC12 (stereo not given in full)	-6	i	1

# New compounds follow
SMILES,FAS-TE inh,Neddyl block,MT1-MMP act inh,MsrA act,CendR NRP1 mod,E coli Lon inh,Rin1 Abl inh,PABP1 MLLE inh,SKN-1 block
CN1CCC(O)(c2ccccc2)C2CCCC21 (stereo not given),-9,i,3,-1,2,5,-2,5,5
COC1=C[C@@H]2[C@@H]3Cc4ccc(OC)c(O)c4[C@]2(CCN3C)CC1=O,-6,i,-1,-2,0,-7,-6,10,0
COc1ccccc1N1CCN(Cc2ccc(F)cc2)CC1,-2,i,2,0,-3,2,1,-10,7
CCN(CC)c1ccc(N=Cc2c(O)n(Cc3ccccc3)c(=O)[nH]c2=O)cc1,-37&-22,i,-82&-101,-1&-6,-49&166,-10&-36,3&4,0&-17,-12&-5
